Screens from PubChem BioAssay.
D1 agonist: agonists of human D1 dopamine receptor. P21728. HEK293 T-REx D1 cells, calcium flux, agonist mode. activation, % at 2 µM. 360,000 compounds, 1% hits. AID 504660; in the data active = activation above about 30%; also: 0% is about no effect
Target sequence (P21728 whole entry, looked up): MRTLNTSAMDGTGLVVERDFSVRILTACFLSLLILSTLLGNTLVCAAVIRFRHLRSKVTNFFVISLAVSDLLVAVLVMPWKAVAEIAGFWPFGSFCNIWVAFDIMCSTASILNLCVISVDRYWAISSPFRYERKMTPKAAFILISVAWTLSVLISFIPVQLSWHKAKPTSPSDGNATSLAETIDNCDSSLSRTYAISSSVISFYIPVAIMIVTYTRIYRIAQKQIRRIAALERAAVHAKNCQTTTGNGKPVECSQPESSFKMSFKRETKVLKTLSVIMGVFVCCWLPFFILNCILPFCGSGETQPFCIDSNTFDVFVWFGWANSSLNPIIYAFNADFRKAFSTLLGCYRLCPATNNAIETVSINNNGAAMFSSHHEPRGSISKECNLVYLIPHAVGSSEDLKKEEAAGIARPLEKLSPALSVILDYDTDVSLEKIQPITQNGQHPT
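Inducible HEK293 T-REx D1 cells, force-coupled to calcium signalling, were plated at 4000 cells/well with tetracycline and held overnight at 30 C. After no-wash calcium dye loading, compound-evoked calcium rise over 180 s flagged agonists.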
D1 antag: human D1 dopamine receptor antagonism; P21728; 360,000 compounds, 3.2% hits; HEK293 TREx D1 cells, calcium flux, dopamine EC80; stronger effect = lower value; activity change, negative = inhibition, % at 10 µM; in the data active = activity change below about -30%; also: % is scaled to controls: 0 for no effect and ±100 for the full control effect
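Kinetic fluorescence of a calcium dye serves as the read-out. D1-expressing Hek293 Trex cells, induced overnight at 30 C, are exposed to compound for 180 s before an EC80 dopamine addition, then read 180 s further.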
RXFP1 agonist: activates the human relaxin receptor RXFP1. HEK293T-RXFP1 cAMP TR-FRET, 30 min; response scale: percent of porcine relaxin response, buffer zero. Q9HBX9. 370,000 compounds, 0.3% hits. Potency, µM (highest dose often 57.5 µM), for the others: at the highest dose activation, hits mostly activators. AID 2676; also: potency is read from the fitted curve at half-maximal effect; % is scaled to controls: 0 for no effect and ±100 for the full control effect; nearly all actives have a fitted effect of over 60% in size; many of its hits are not listed in these tables
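cAMP rise read by TR-FRET after 30 min, 37C compound exposure (up to 58 uM) in RXFP1-transfected HEK293 cells with Ro 20174 present. EC50 from Hill-equation fits, with 29 nM porcine relaxin as 100% and buffer as basal.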
D1 potentiator: enhances dopamine response at the human D1 receptor; P21728; HEK293 TREx D1 cells, calcium flux, dopamine EC20 potentiation; potentiation, % at 10 µM; 360,000 compounds, 0.036% hits; in the data active = potentiation above about 30%; also: 0% is about no effect
TRHR agonist: agonists of human TRH receptor. P34981. TRHR cells, calcium flux fluo-8, FDSS agonist mode. activation, % at 2 µM. 360,000 compounds, 0.18% hits. AID 493084; in the data active = activation above about 30%; also: 0% is about no effect
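In this calcium-flux screen, cells bearing human TRHR are dye-loaded with fluo-8, baselined for 10 cycles, then exposed to library compounds; positive kinetic calcium responses during the agonist phase mark hits, with TRH as control.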
TRHR PAM: allosteric enhancers of human TRH receptor. TRHR cells, fluo-8 calcium fluorescence, EC20 TRH enhancement. AID 493056. enhancement, % at 2 µM. 360,000 compounds, 0.66% hits. P34981; in the data active = enhancement above about 30%; also: 0% is about no effect
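TRHR-expressing cells loaded with fluo-8 calcium dye were read kinetically (ex 480/em 530) during compound addition, then stimulated with an EC20 of TRH (10 nM final). Enhancement of the Gq-mediated intracellular calcium response was scored.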
Anesthetic bind: binds horse apoferritin like a general anesthetic; P02791; apoferritin/1-aminoanthracene competitive binding, fluorescence; Potency, µM (highest dose often 77.5 µM), inactives show top-dose activity change, negative = displacement, actives largely listed as inhibitors; 350,000 compounds, 0.074% hits; AID 485281; also: potency is read from the fitted curve at half-maximal effect; % is scaled to controls: 0 for no effect and ±100 for the full control effect; nearly all actives have a fitted effect of over 20% in size
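Horse-spleen apoferritin (10 uM) was mixed with 50% saturated 1-aminoanthracene in PBS, exposed to compounds for 10 min at room temperature, and read for fluorescence (ex 380 nm, em 535 nm). Competitive displacement was fitted with a four-parameter Hill equation.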
RXFP1 antagonist: RXFP1 (human) relaxin receptor antagonism; HEK293-RXFP1, relaxin-stimulated cAMP HTRF, 30 min; stronger effect = lower value; activity change, negative = inhibition, % at 57.5 µM; 350,000 compounds, 0.59% hits; AID 1259400;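 active = activity change of -60% or lower, but not beyond a set lower limit; inconclusive = change between -60% and -40%, or beyond the set limit; inactive = change above -40%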; also: % is scaled to controls: 0 for no effect and ±100 for the full control effect
D2 potentiator: positively modulates the human D2 dopamine receptor allosterically. P14416. HEK293 T-REx D2, calcium flux, EC20 dopamine potentiation. potentiation, % at 10 µM. 340,000 compounds, 0.34% hits. AID 485347;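 active = potentiation over 3 SD above the plate norm, cut at about 30% in these data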; also: 0% is about no effect
Target sequence (P14416 whole entry, looked up): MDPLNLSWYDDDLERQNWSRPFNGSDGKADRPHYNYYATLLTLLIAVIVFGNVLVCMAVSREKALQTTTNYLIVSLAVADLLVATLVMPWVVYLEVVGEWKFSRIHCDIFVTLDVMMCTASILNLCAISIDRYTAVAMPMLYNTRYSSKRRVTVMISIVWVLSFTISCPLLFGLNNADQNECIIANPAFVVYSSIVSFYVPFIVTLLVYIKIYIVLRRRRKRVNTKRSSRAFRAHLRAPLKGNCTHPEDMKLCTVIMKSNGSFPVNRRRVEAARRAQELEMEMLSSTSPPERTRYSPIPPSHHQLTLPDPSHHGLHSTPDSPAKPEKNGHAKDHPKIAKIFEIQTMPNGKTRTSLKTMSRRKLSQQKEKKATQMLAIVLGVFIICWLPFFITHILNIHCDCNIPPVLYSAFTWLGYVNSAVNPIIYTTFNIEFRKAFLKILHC
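Potentiation of an EC20 dopamine calcium response measured kinetically over 180 s, after a preceding 180 s compound-only read flagging agonists. Cells: inducible Hek293 Trex D2 line, 4000/well, cultured overnight at 30 C before dye loading.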
The depositor's hits bear a star; ? = inconclusive; / = not tested or not shown; [ ] = another dose, or the depositor's remark. Unless noted, calls follow the shape of the dose curve; as a rule, active = well fitted curve in the direction sought with a large enough effect; inconclusive = small, poorly fitted or top-dose-only effect, or another doubt; inactive = no such curve, though single readings can be large; an effect the other way counts as inactive or inconclusive.

SMILES	D1 agonist	D1 antag	RXFP1 agonist	D1 potentiator	TRHR agonist	TRHR PAM	Anesthetic bind	RXFP1 antagonist	D2 potentiator
COc1cccc(-c2nn(-c3ccc(C)cc3)cc2C(=O)N(C)CC(=O)Nc2cccc(F)c2)c1	11	-32*	-0.8%	/	-0.2	-2	/	2	-1
COCC(C)NC(=O)c1cc2cccc([N+](=O)[O-])c2[nH]1 (stereo unspecified)	1	13	2.5%	1	-0.3	-1	-2%	10	-6
O=C1c2cccc(OCC(=O)N3CCCc4ccccc43)c2CCN1Cc1ccc(F)cc1	2	0	0.2%	3	0.3	8	-14%	-7	4
CCOc1ccc2nc(NC(=O)c3nc(SCc4ccccc4C)ncc3Cl)sc2c1	1	10	-0.7%	-2	1.2	-1	-9%	/	-24
COc1ccc(/C=N/NC(=O)c2cc(-c3cccn3C)n[nH]2)cc1OC	2	1	0.4%	2	-0.1	4	-5%	-5	/
O=C(NCC(=O)N(c1ccc(F)cc1)C(C(=O)NC1CCCC1)c1ccncc1)c1ccco1 (stereo unspecified)	2	-4	-1.0%	/	0.5	-2	0%	-2	4
Cc1cccc(CN2C(=O)c3ccccc3Sc3ccc(C(=O)NCCN4CCOCC4)cc32)c1	8	-2	-5.0%	2	0.8	4	-12%	-9	7
O=C(COC(=O)Cn1cnc2ccccc21)Nc1ccc2c(c1)OCCO2	5	-8	1.0%	-6	-0.1	-1	-11%	-6	3
CC1CCN(C(=O)CSc2nnc3c(n2)[nH]c2ccc(F)cc23)CC1	1	3	3.3%	-7	-0.3	4	0%	-7	20
COc1ccc(-c2[nH]ncc2CN2CCC(OCc3ccccc3)CC2)c(F)c1	11	-52*	0.4%	-5	0.2	1	-9%	-3	/
O=C(Cc1ncc(C(F)(F)F)cc1Cl)NCc1ccco1	5	7	4.0%	-2	-0.1	-2	-2%	-2	-2
Cc1ccc(NC(=O)Cn2ccc(=O)[nH]c2=O)cc1	2	10	2.1%	-4	1.4	1	21%	0	1
COC(=O)c1ccccc1NC(=O)Cc1nc(-c2ccc(OC)cc2)no1	13	5	-1.2%	-2	-1.9	4	108%[activator]	3	-4
CC(OC(=O)CCC(=O)c1cccs1)C(=O)Nc1ccccc1[N+](=O)[O-] (stereo unspecified)	5	-3	0.1%	-4	-0.7	0	-21%	6	-1
O=C(CSCn1nnc2c(=O)[nH]c(Cc3ccc(F)cc3)nc21)Nc1ccccc1	-1	-10	0.4%	3	0.6	-2	-7%	4	-7
O=S(=O)(c1cccc(-c2nnc(SCc3nc4ccccc4s3)o2)c1)N1CCOCC1	8	-19	-1.1%	-2	1.6	-4	-13%	2	5
CCOC(=O)C1=C(c2ccccc2)NC(=O)NC1c1ccsc1 (stereo unspecified)	1	-1	0.0%	-2	0.1	-2	-16%	6	5
CCOC(=O)CC1CCCCN1C(=O)CCCn1nnnc1CN1CCOCC1 (stereo unspecified)	3	-3	1.3%	-2	0.0	-4	0%	-7	-12
Cc1ccc(NC(=O)CSCC(=O)Nc2cccc3ncccc23)cc1	0	-10	0.0%	2	0.0	-2	/	-4	5
COc1cccc(OC)c1C(=O)Nc1ccc(N2CCCCC2)cc1	-1	0	1.2%	-9	-0.1	-5	-17%	10	5

Shown comma-delimited: entries from further up.
canonical_smiles,D1 agonist,D1 antag,RXFP1 agonist,D1 potentiator,TRHR agonist,TRHR PAM,Anesthetic bind,RXFP1 antagonist,D2 potentiator
COc1ccc(-c2[nH]ncc2CN2CCC(OCc3ccccc3)CC2)c(F)c1,11,-52*,0.4%,-5,0.2,1,-9%,-3,/
O=C(Cc1ncc(C(F)(F)F)cc1Cl)NCc1ccco1,5,7,4.0%,-2,-0.1,-2,-2%,-2,-2
Cc1ccc(NC(=O)Cn2ccc(=O)[nH]c2=O)cc1,2,10,2.1%,-4,1.4,1,21%,0,1

Additional structures.
SMILES	D1 agonist	D1 antag	RXFP1 agonist	D1 potentiator	TRHR agonist	TRHR PAM	Anesthetic bind	RXFP1 antagonist	D2 potentiator
O=C1[C@@H]2CSCN2C(=O)CN1Cc1c(F)cccc1Cl	3	8	3.1%	-16	0.1	3	-7%	-1	-3
CCn1c2ccccc2c2nnc(N3CCN(c4cccc(C)c4C)CC3)nc21	-1	-3	6.6%	-3	0.0	-2	157%[activator]	-4	4
CC(=O)Nc1ccc(NC(=O)c2nccnc2C(=O)O)cn1	1	-4	-0.6%	2	-0.3	6	-2%	8	-30
Fc1ccc(Nc2ncnc3c2nc2n3CCCCC2)c(F)c1	0	-7	2.0%	-1	0.0	-2	4%	/	0
Cc1[nH]nc2c1C(c1ccc(F)cc1)C1=C(CC(C)(C)CC1=O)N2 (stereo unspecified)	0	-13	-0.3%	-7	-0.5	3	-16%	-3	30*
C=CCN(c1nc(C)cc(OC)n1)S(=O)(=O)c1ccc(C)cc1	4	5	-1.0%	2	0.5	28	3%	1	-3
Cc1ccc(-c2nc3ccccc3[nH]2)cn1	1	1	4.1%	-4	0.4	0	3%	-7	7
COC(=O)C(=O)Nc1cccc2cccnc12	1	2	/	1	0.1	-1	/	/	/
COc1cc(CN2CCCC(CO)(Cc3ccccc3C)C2)cc2c1OCO2 (stereo unspecified)	17	-15	0.4%	-2	-1.3	11	-11%	-10	-19
Cc1ccccc1N(CC(=O)NC1CCCC1)C(=O)c1oc(C(C)(C)C)cc1C	12	-5	2.2%	2	0.4	1	1%	-9	/
O=C(CCSc1ccc(F)cc1)Nc1ccc(-n2cnnn2)cc1	15	-40*	-0.5%	-13	-0.3	1	-17%	-8	7
Cc1oc2cc(O)cc(C)c2c(=O)c1-c1cnn(-c2ccccc2)c1	13	-24	0.7%	-6	-1.5	-1	-9%	-28	/
COc1ccc(C(=O)COC(=O)c2nn(C)cc2Cl)cc1	0	5	-4.3%	1	-0.3	1	?	4	-2
COc1ccc(-c2cnc(SCCNC(=O)c3ccc4c(c3)OCO4)[nH]2)cc1	0	2	-0.6%	-2	-0.2	8	/	-9	-11
O=C1c2ccncc2C(=O)N1C1CCCCC1	2	10	-2.4%	-2	0.0	-1	?	24	1
C=C(C)c1cccc(C(C)(C)NC(=O)NCc2ccc(OC)cc2)c1	8	1	2.4%	-3	-1.6	0	-5%	-4	2
CCCCCNCc1cccc(Br)c1	7	-16	1.4%	-7	-0.1	6	-11%	-9	16
COc1ccc(NC(C)=[N+](C)CCNS(=O)(=O)c2ccc(Cl)cc2)cc1Cl	5	11	-0.2%	-4	0.1	-3	-8%	1	2
O=C(C[n+]1ccn(-c2ccccc2)c1)c1ccc([N+](=O)[O-])cc1	3	-15	1.0%	-3	0.1	5	-9%	2	8
Cn1c(SCC(=O)O)nnc1C1CCCCC1	-1	-13	0.6%	-11	0.4	4	-3%	18	-4

Compound profiles, from the list above.
C=CCN(c1nc(C)cc(OC)n1)S(=O)(=O)c1ccc(C)cc1 is listed as D1 agonist: 4; D1 antag: 5; RXFP1 agonist: -1.0%; D1 potentiator: 2; TRHR agonist: 0.5; TRHR PAM: 28; Anesthetic bind: 3%; RXFP1 antagonist: 1; D2 potentiator: -3
Fc1ccc(Nc2ncnc3c2nc2n3CCCCC2)c(F)c1 is listed as D1 agonist: 0; D1 antag: -7; RXFP1 agonist: 2.0%; D1 potentiator: -1; TRHR agonist: 0.0; TRHR PAM: -2; Anesthetic bind: 4%; RXFP1 antagonist: /; D2 potentiator: 0
COc1cc(CN2CCCC(CO)(Cc3ccccc3C)C2)cc2c1OCO2 (stereo unspecified) is listed as D1 agonist: 17; D1 antag: -15; RXFP1 agonist: 0.4%; D1 potentiator: -2; TRHR agonist: -1.3; TRHR PAM: 11; Anesthetic bind: -11%; RXFP1 antagonist: -10; D2 potentiator: -19

The list goes on:
SMILES	D1 agonist	D1 antag	RXFP1 agonist	D1 potentiator	TRHR agonist	TRHR PAM	Anesthetic bind	RXFP1 antagonist	D2 potentiator
C=CCn1c(SCC(=O)c2c(N)n(C3CC3)c(=O)[nH]c2=O)nnc1-c1ccc(OC)cc1	4	0	-2.0%	2	0.4	1	/	-6	-6
COC(=O)/C=C1\SC(N)=NC1=O	1	-1	0.3%	-1	0.5	-2	-3%	0	-4
CN(c1ccccc1)S(=O)(=O)c1ccc(C(=O)NCc2ccccn2)cc1	7	-19	-0.3%	-4	3.5	-3	-3%	-7	8
COc1ccc(CNC(=O)c2ccc3ccccc3n2)cc1OC	21	-21	-1.3%	/	-0.2	-8	-16%	1	8
N=C(N)SCC1=CCS(=O)(=O)C1	2	6	2.4%	0	0.1	-2	2%	1	-10
CCCn1c(=O)c2[nH]cnc2n(-c2ccc(Cl)cc2)c1=O	2	3	-0.7%	-2	-0.5	-1	9%	-2	1
CC(C)CNC(=S)N1CCC(NC(=O)C23CC4CC(CC(C4)C2)C3)CC1	1	6	1.1%	-1	1.5	-3	8%	2	9
Clc1cccc(N2CCN(c3nc4ccccc4c4nc(-c5ccccc5)nn34)CC2)c1	1	0	-0.2%	-4	0.0	4	5%	/	-8
CCOc1c2ccc(C(=O)NC3CCCc4ccccc43)cc2nn1C (stereo unspecified)	1	-12	0.2%	-2	0.8	-5	-2%	/	-5
CCN(CC)C1CCN(Cc2c(C(=O)N3CCCCCCC3)nc3ccc(Cl)cn23)C1 (stereo unspecified)	2	-2	-1.4%	8	-0.1	-6	-12%	-15	-6
O=S(=O)(c1ccccc1)N1CCN(c2cccc(Cl)c2)CC1	3	16	1.7%	-3	0.2	-7	33%[activator]	1	-9
COCCn1c(SCC(=O)N(C)c2ccccc2)nc2c([nH]c3ccccc32)c1=O	0	-21	-2.0%	2	-0.7	-3	0%	-6	0
Cc1cc(C)n(-c2nc(-c3cccc(Cl)c3)cs2)n1	3	-14	0.5%	-1	0.4	3	-12%	2	/
CCCCn1c(O)c(N=NC(=O)Cn2c(C(F)(F)F)nc3ccccc32)c2ccccc21	0	7	-0.5%	-9	0.0	5	-1%	-7	7

A portion of the library; the hit share may differ from the screen's.
